inhibitors of VEEV: inhibitors of VEEV TC-83 cytopathic effect, confirmation, Vero cells (AID 588727). Vero cells, VEEV TC-83 cytopathic effect inhibition; higher % means a stronger effect. inhibition, % at 20 µM; hits with a dose series show IC50 in µM. hit rate 0.13% among 350,000; in the data active = a potency from the dose series; inconclusive = inhibition mostly from about 14% at the one dose, without a potency; inactive = the rest, 99 in 100 with inhibition below about 12%; also: strong numbers were not always called active
M. tuberculosis: growth inhibition of non-replicating M. tuberculosis (AID 488890); Mycobacterium tuberculosis non-replicating, growth inhibition; higher % means a stronger effect; inhibition, % at 25 µM, or IC50 in µM where a hit was titrated; hit rate 0.39% among 320,000; in the data active = a potency from the dose series; inconclusive = inhibition mostly from about 82% at the one dose, without a potency; inactive = the rest, 99 in 100 with inhibition below about 76%;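 also: plate controls were DMSO cells for no effect and high antibiotic wells for full effect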
M. tuberculosis HTS: M. tuberculosis growth inhibition, HTS (AID 449762); M. tuberculosis H37Rv growth inhibition, 7H9 media; higher % means a stronger effect; inhibition, % at 25 µM, or IC50 in µM where a hit was titrated; hit rate 0.59% among 330,000; in the data active = a potency from the dose series; inconclusive = inhibition above about 70% without an active follow-up result;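 also: bacterial growth assessed after seven days of incubation; strong numbers were not always called active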
influenza NS1A: NS1A inhibition, H1N1 influenza, cell based functional assay (AID 504329); one-dose inhibition, % at 12.5 µM; IC50 in µM for titrated hits; NS1A functional cell-based assay, percent inhibition; higher % means a stronger effect; hit rate 0.3% among 340,000; in the data active = a potency from the dose series; inconclusive = inhibition above about 27% without an active follow-up result; also: strong numbers were not always called active
Salmonella PhoP GFP: PhoP regulon inhibitors, Salmonella typhi PhoP promoter GFP reporter, confirmatory (AID 1850); Salmonella Typhi PhoP-promoter GFP reporter, fluorescence, 4 h; higher % means a stronger effect; one-dose inhibition, % at 50 µM; IC50 in µM for titrated hits; hit rate 0.33% among 310,000; in the data active = a potency from the dose series; inconclusive = inhibition mostly from about 25% at the one dose, without a potency; inactive = the rest, 99 in 100 with inhibition below about 19%;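 also: 0% = induced wells with vehicle and 100% = uninduced wells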
inhibitors of VEEV 10K pilot screen: further read-out of inhibitors of VEEV, marked with its call; inhibition, %; measured here: 10K pilot screen inhibition
The depositor's hits bear a star; i = inactive; u = inconclusive; x = not tested or not shown.

SMILES	inhibitors of VEEV	M. tuberculosis	M. tuberculosis HTS	influenza NS1A	Salmonella PhoP GFP	others
CCOC(=O)CNC(=O)CSc1ncnc2c1cnn2-c1ccc(OC)cc1	i	57.2%	u	3.2%	-3.0%	inhibitors of VEEV 10K pilot screen=2.4
CC(C(=O)Nc1cccc(Br)c1)c1ccc([N+](=O)[O-])cc1 (stereo not drawn)	i	46.5%	-1.2%	-7.0%	-4.3%
COc1cccc(NS(=O)(=O)c2c(C(=O)N3CCCCCC3)c(C)n(C)c2C)c1	i	10.2%	7.7%	6.3%	2.1%
COc1ccc(CNc2ncnc3ccccc23)cc1	0.7%	15.4%	10.6%	13.1%	-0.4%
CC(C)(C)NC(=O)COC(=O)CCC(=O)c1ccc(F)cc1	0.1%	13.9%	0.2%	-4.0%	1.9%
C#CCOc1ccc(C2C(C#N)=C(N)Oc3cc(O)ccc32)cc1 (stereo not drawn)	i	-1.0%	15.4%	0.8%	-0.7%
COC(=O)[C@@]1(Cc2ccc(F)cc2)[C@H]2c3cc(C(=O)N4CCCC4)n(CCc4ccc(O)c(O)c4)c3C[C@H]2CN1C(=O)c1ccccc1	x	3.7%	-0.5%	x	-6.1%
COc1ccc(OC)c(C(=O)COC(=O)c2c(OC)cccc2OC)c1	1.1%	x	-8.7%	26.8%	-11.8%
COc1cc(C(=O)Nc2nc3ccccc3[nH]2)cc(OC)c1OC	i	u	u	-15.6%	-0.8%
COc1ccc(CNC(=O)C(C)N2CCN(c3ccc(C(C)=O)cc3)CC2)cc1 (stereo not drawn)	0.2%	12.7%	1.9%	-10.7%	-3.8%
CC1=C(C(=O)Nc2ccc(C(=O)NC(C)c3ccccc3)cc2)SCCO1 (stereo not drawn)	9.9%	0.0%	-0.7%	0.7%	4.4%
CCN(CCn1cccn1)C(=O)CCc1nnc(CCCc2ccccc2)o1	0.3%	5.0%	6.1%	-13.8%	-8.3%
Nc1nc(N2CCN(c3cccc(Cl)c3)CC2)n[nH]1	0.5%	-1.6%	6.8%	0.3%	-6.2%
CN1N=C2c3ccccc3CCC2C1c1ccc(Cl)cc1 (stereo not drawn)	i	-1.4%	5.6%	-18.9%	1.7%
COc1ccccc1N1CCN(C(=O)c2cccc(N3C(=O)NC4CC3(C)Oc3ccccc34)c2)CC1 (stereo not drawn)	6.5%	-14.3%	-3.9%	25.8%	5.5%
COc1cc(C(C)=O)ccc1O	1.2%	-5.5%	28.1%	-0.9%	1.3%
Cc1cccc(C(=O)n2cnnc2N)c1	0.2%	16.3%	-0.9%	-4.7%	-1.0%
COC(=O)[C@@]1(C)[C@H]2C(=O)N(Cc3ccccc3)C(=O)[C@H]2[C@H]2CN=C(SCc3ccccc3)N21	0.8%	x	x	0.1%	x
O=C1NCCN1CCN1C(=O)c2ccccc2NC1c1ccccc1 (stereo not drawn)	0.8%	-4.1%	0.2%	-24.1%	3.7%
O=C1CC(SCc2nc3ccccc3[nH]2)C(=O)N1c1ccc(F)cc1 (stereo not drawn)	i	20.0%	-7.1%	4.4%	0.8%
Cc1ccc(C(C(=O)NCc2ccccc2)N(Cc2ccco2)C(=O)c2snc(C(N)=O)c2N)o1 (stereo not drawn)	13.3%	0.6%	-0.1%	8.8%	5.9%
Cc1cc(C)n2nc(N)c(N=Nc3ccccc3)c2n1	1.9%	5.87µM*	2.9µM*	-15.6%	0.4%
COc1ccc(NC(=O)c2cccc(C#N)c2)cc1NS(=O)(=O)c1ccc(F)cc1	8.7%	-1.1%	9.2%	-4.2%	0.1%
Cc1ccc(S(=O)(=O)N2CCN(C(=O)CCCN3C(=O)NC4(CCCC4)C3=O)CC2)cc1C	i	8.5%	-4.7%	4.8%	x
CCn1c(SCC(=O)NC2CC2)nnc1-c1ccc(C)cc1	0.8%	-3.3%	-8.8%	-5.4%	-9.2%

An excerpt of the results above, for reference:
SMILES	inhibitors of VEEV	M. tuberculosis	M. tuberculosis HTS	influenza NS1A	Salmonella PhoP GFP	others
CCOC(=O)CNC(=O)CSc1ncnc2c1cnn2-c1ccc(OC)cc1	i	57.2%	u	3.2%	-3.0%	inhibitors of VEEV 10K pilot screen=2.4
CC(C(=O)Nc1cccc(Br)c1)c1ccc([N+](=O)[O-])cc1 (stereo not drawn)	i	46.5%	-1.2%	-7.0%	-4.3%
COc1cccc(NS(=O)(=O)c2c(C(=O)N3CCCCCC3)c(C)n(C)c2C)c1	i	10.2%	7.7%	6.3%	2.1%
COc1ccc(CNc2ncnc3ccccc23)cc1	0.7%	15.4%	10.6%	13.1%	-0.4%
CC(C)(C)NC(=O)COC(=O)CCC(=O)c1ccc(F)cc1	0.1%	13.9%	0.2%	-4.0%	1.9%
C#CCOc1ccc(C2C(C#N)=C(N)Oc3cc(O)ccc32)cc1 (stereo not drawn)	i	-1.0%	15.4%	0.8%	-0.7%
COC(=O)[C@@]1(Cc2ccc(F)cc2)[C@H]2c3cc(C(=O)N4CCCC4)n(CCc4ccc(O)c(O)c4)c3C[C@H]2CN1C(=O)c1ccccc1	x	3.7%	-0.5%	x	-6.1%

Next part.
SMILES	inhibitors of VEEV	M. tuberculosis	M. tuberculosis HTS	influenza NS1A	Salmonella PhoP GFP	others
CC(C)n1nnnc1SCC(=O)NCc1cccs1	0.6%	-13.4%	-2.1%	17.7%	11.9%
O=C(/C=C/c1ccc2c(c1)OCO2)c1cccnc1	4.5%	38.9%	5.6%	3.6%	1.0%
CCN(CC)CCN(Cc1cc2cc3c(cc2[nH]c1=O)OCO3)C(=S)NCCCOC	1.1%	7.0%	-1.2%	-6.0%	-4.8%
CC12CCC(C(=O)N(CSC(=S)N/N=C\c3ccccc3)C1=O)C2(C)C (stereo not drawn)	1.1%	25.1%	5.8%	6.8%	-3.6%
Cc1oc(S(=O)(=O)N2CCCCC2)cc1NC(=O)Nc1ccc(Cl)cc1	2.9%	13.1%	-8.2%	5.8%	-0.8%
CC1(C)c2[nH]c3ccccc3c2C[C@H]2C(=O)N(Cc3ccccc3)C(=O)N21	5.7%	24.8%	u	-2.1%	9.0%
Cc1cnnn1-c1ccc([N+](=O)[O-])cc1	1.8%	-8.7%	-7.2%	x	4.2%
CN(Cc1ccc(F)cc1)C(=O)c1cccc(S(=O)(=O)N2CCN(c3ccccc3)CC2)c1	3.5%	26.8%	-13.4%	2.2%	1.1%
COCCCn1c(=O)c2ccccc2n(Cc2cc(C(=O)OC)ccc2OC)c1=O	7.6%	6.2%	-2.3%	-6.4%	5.1%
COc1ccc(C2=CC(=O)C[C@H](c3ccc(F)cc3)C2)cc1OC	8.4%	16.4%	4.9%	-1.3%	x
COC(=O)c1cn(C(=O)c2cc(Br)ccc2Cl)c2ccccc12	i	-3.0%	4.2%	-11.5%	-2.3%
CCOP(=O)(c1ccc(N(C)C)cc1)C(O)c1ccc(C)cc1 (stereo not drawn)	i	-6.1%	-12.5%	-12.8%	2.2%
COc1ccc(-c2cc(N)n(CCC#N)n2)c(OC)c1	i	-0.6%	-0.3%	-0.9%	0.9%
CCOC(=O)C1=C(C)N(CCCC(=O)O)C(=O)NC1c1ccccc1OC(=O)c1cccs1 (stereo not drawn)	x	-0.9%	2.3%	x	-1.5%
Cc1ccc(NC(=O)CCc2nnc3ccc(N4CCC(C)CC4)nn23)nc1	3.2%	0.6%	-2.1%	3.4%	2.2%
COc1ccc(-c2csc3ncnc(N4CCN(S(=O)(=O)c5ccc(C)c(C)c5)CC4)c23)cc1	5.6%	-9.0%	1.1%	-2.3%	-3.4%
COCc1ccc(CN2CCC(C(=O)Nc3cccc(-c4cscn4)c3)CC2)o1	2.5%	5.0%	2.8%	1.5%	-7.4%
COc1ccc(-c2nnc(SCC(=O)N3CCCCC3)o2)c(OC)c1	1.3%	74.3%	-5.2%	1.2%	-8.4%
COc1ccc(OC)c(C2C(C(=O)Nc3cccnc3)=C(C)NC3=C2C(=O)CCC3)c1 (stereo not drawn)	i	-0.7%	-13.8%	-19.5%	-5.2%
C=CCn1c(CCC(=O)O)ccc1-c1ccc(OC)cc1	i	17.5%	-6.9%	0.3%	9.6%
CCOc1ccc(C2C(C(=O)OC)=CN(C(C)c3ccccc3)C=C2C(=O)OC)cc1 (stereo not drawn)	i	-2.7%	-0.7%	7.3%	-0.8%
CCN(C(=O)CSc1nc(-c2ccccc2)cn1N)c1c(N)n(Cc2ccccc2)c(=O)[nH]c1=O	2.2%	12.7%	5.7%	8.2%	-3.1%
O=C(/C=C/Nc1ccc(F)cc1F)c1cccs1	1.5%	61.7%	9.2%	-9.8%	-8.5%
Cc1cc(NC(=O)CSc2nc(N)c(NC(=O)c3ccco3)c(=O)[nH]2)no1	0.9%	-6.5%	13.7%	0.1%	-7.4%
C=CCn1c(C)cc(C(=O)CSc2nnc(C3CC3)n2C2CC2)c1C	2.4%	29.6%	-4.5%	-4.2%	x
Additional structures.
SMILES	inhibitors of VEEV	M. tuberculosis	M. tuberculosis HTS	influenza NS1A	Salmonella PhoP GFP	others
Cn1cccc1C1C(C#N)=C(N)OC2=C1C(=O)CCC2 (stereo not drawn)	0.2%	-9.7%	-5.9%	x	-24.7%
Brc1ccc(-c2nn3c(-c4ccco4)nnc3s2)o1	i	12.4%	1.7%	-0.4%	-13.3%
Cc1ccc(C)c(NC(=O)Cn2c([N+](=O)[O-])cnc2C)c1	1.0%	-5.3%	5.7%	6.8%	-1.0%
Cn1c(N)c(C(=O)COC(=O)c2cccc(S(=O)(=O)N3CCCCC3)c2)c(=O)n(C)c1=O	i	15.1%	-2.8%	-0.4%	15.7%
CC1CCN(S(=O)(=O)c2ccc(C(=O)Nc3nnc(C4=COCCO4)o3)cc2)CC1	6.8%	3.4%	31.1%	-9.0%	-4.4%
CCCCOC(=O)c1nc(Cl)c(Cl)c(N)c1Cl	i	20.8%	3.9%	-3.0%	7.1%
COc1ccc(S(=O)(=O)N2CCCC2CNC(=O)C(=O)NCc2ccccn2)cc1 (stereo not drawn)	i	3.0%	-2.6%	-1.1%	-0.1%
COC(=O)[C@@]1(Cc2ccc(OC)cc2)[C@H]2c3cc(C(=O)N4CCCC4)n(CCn4cc([N+](=O)[O-])nc4C)c3C[C@H]2CN1C(=O)c1ccccc1	2.0%	-6.3%	-7.2%	-3.9%	3.3%	inhibitors of VEEV 10K pilot screen=0.5
Cc1ccc(N2C=Nc3ccc(C)c4nc(C)cc2c34)cc1	1.2%	13.8%	-4.6%	-7.1%	0.4%
NC(=O)c1ccc[n+](CC(=O)c2ccc(F)cc2)c1	0.1%	-7.2%	-6.9%	9.3%	-14.0%
O=C1C2CCCN2C(c2ccccc2F)N1c1cccc(Cl)c1 (stereo not drawn)	0.9%	-3.0%	-4.8%	-0.1%	-0.4%
COc1cc(C(=O)Nc2scc(-c3ccc(C)cc3)c2C(=O)O)cc(OC)c1OC	9.4%	79.5%	21.8%	-5.7%	-0.7%
N/C(=N\c1nc2ccccc2o1)NC(=O)c1ccc([N+](=O)[O-])cc1	0.3%	-8.2%	-5.4%	x	9.6%
COc1ccccc1-n1ccnc(SCC(=O)NC2CCCC2)c1=O	2.7%	20.7%	4.7%	-2.1%	3.3%
O=C(CCCn1c(=O)oc2ccccc21)Nc1ccccc1	2.5%	x	x	-10.1%	x
CCOc1ccc(CNC(=O)C(C)n2ccc3cc(S(=O)(=O)N4CCCC4)ccc32)cc1 (stereo not drawn)	6.3%	14.2%	-3.9%	5.7%	-1.7%
CC(=O)c1cn(N(C)c2ncc(C(F)(F)F)cc2Cl)c(=O)[nH]c1=O	0.9%	12.8%	-5.7%	x	4.3%
NC(=O)CSc1nnnn1CC(CC(=O)O)c1ccccc1 (stereo not drawn)	i	-29.3%	x	-0.4%	-8.7%	inhibitors of VEEV 10K pilot screen=0.2
O=C(NCc1cccnc1)c1ccc(COc2ccccc2Br)o1	i	48.8%	-0.4%	2.7%	7.1%
CCCCN(CC)C(=O)CSc1nc2ccccc2c(=O)n1CC1COc2ccccc2O1 (stereo not drawn)	i	3.7%	15.0%	-0.4%	6.7%
O=C(CCC(=O)N1CCc2ccccc2C1)NCCc1ccc(Cl)cc1	i	50.0%	-2.1%	5.3%	-4.5%
OCCSc1c(F)c(SCCO)c(SCCO)c(F)c1SCCO	0.7%	7.1%	-8.7%	0.8%	-2.8%
COc1ccc(N2CCN(C(=O)c3csc4ccccc34)CC2)cc1	1.9%	6.6%	9.2%	6.6%	6.5%	inhibitors of VEEV 10K pilot screen=1.0
C=CCOc1ccc(/C=N/NC(=O)C2CCCC2)cc1OCC	9.1%	-0.7%	-3.8%	21.7%	-6.0%

Screening results deposited in PubChem BioAssay by Southern Research Specialized Biocontainment Screening Center.
